Compound activity from PubChem BioAssay.
AmpC no deterg – qHTS Inhibitors of AmpC Beta-Lactamase (assay without detergent); P00811; AmpC nitrocefin hydrolysis, absorbance 480 nm, 0.0001% Triton; Potency, µM (top dose mostly 57.1 µM), without a hit: at the top dose activity change, negative = inhibition, usual class: inhibitors; 330,000 tested, 0.52% active; AID 485341, 2010;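 further: potency means the concentration at half of the fitted maximal effect; plate controls were no compound for no effect and no enzyme for full effect; nearly all actives have a fitted effect of over 20% in size; some results filed as inactive show a strong effect at the top dose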
Target sequence (P00811 whole entry, looked up): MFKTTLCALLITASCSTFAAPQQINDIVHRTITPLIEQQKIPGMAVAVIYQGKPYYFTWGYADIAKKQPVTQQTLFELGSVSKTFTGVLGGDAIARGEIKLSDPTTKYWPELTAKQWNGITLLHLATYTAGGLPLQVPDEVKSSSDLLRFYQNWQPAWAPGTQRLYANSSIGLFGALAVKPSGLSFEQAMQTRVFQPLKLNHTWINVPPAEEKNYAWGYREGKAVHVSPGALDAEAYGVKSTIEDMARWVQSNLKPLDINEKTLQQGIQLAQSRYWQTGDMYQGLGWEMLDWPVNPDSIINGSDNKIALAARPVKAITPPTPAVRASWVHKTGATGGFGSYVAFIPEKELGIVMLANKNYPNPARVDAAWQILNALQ
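AmpC (5.3 nM in the dispensed reagent) in 20 mM phosphate pH 7.0 with 0.01% (detergent screen) or 0.0001% Triton X-100 was preincubated with compounds for 15 min at room temperature. Nitrocefin was then added from an 800 uM solution, and hydrolysis was followed at 480 nm.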
AmpC detergent – qHTS Inhibitors of AmpC Beta-Lactamase (assay with detergent); P00811; AmpC hydrolysis of nitrocefin, absorbance 480 nm, 0.01% Triton; Potency, µM (titrated, usually from 114 µM), without a hit: at the top dose activity change, negative = inhibition, actives largely listed as inhibitors; 370,000 tested, 0.041% active; AID 485294, 2010;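 further: potency means the concentration at half of the fitted maximal effect; 0% = no-compound wells and -100% = no-enzyme wells; nearly all actives have a fitted effect of over 25% in size; some results filed as inactive show a strong effect at the top dose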
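AmpC (5.3 nM in the dispensed reagent) in 20 mM phosphate pH 7.0 with 0.01% (detergent screen) or 0.0001% Triton X-100 was preincubated with compounds for 15 min at room temperature. Nitrocefin was then added from an 800 uM solution, and hydrolysis was followed at 480 nm.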
LmPK inhibitor – qHTS Assay for Inhibitors of Leishmania Mexicana Pyruvate Kinase (LmPK); purified LmPK, Kinase-Glo ATP luminescence, 1 h; Potency, µM (doses to about 57.5 µM), inactives show at the highest dose activity change, negative = inhibition, most hits filed as inhibitors; 290,000 tested, 0.37% active; AID 1721, 2009; further: potency means the concentration at half of the fitted maximal effect
Target sequence (Q27686 whole entry, looked up): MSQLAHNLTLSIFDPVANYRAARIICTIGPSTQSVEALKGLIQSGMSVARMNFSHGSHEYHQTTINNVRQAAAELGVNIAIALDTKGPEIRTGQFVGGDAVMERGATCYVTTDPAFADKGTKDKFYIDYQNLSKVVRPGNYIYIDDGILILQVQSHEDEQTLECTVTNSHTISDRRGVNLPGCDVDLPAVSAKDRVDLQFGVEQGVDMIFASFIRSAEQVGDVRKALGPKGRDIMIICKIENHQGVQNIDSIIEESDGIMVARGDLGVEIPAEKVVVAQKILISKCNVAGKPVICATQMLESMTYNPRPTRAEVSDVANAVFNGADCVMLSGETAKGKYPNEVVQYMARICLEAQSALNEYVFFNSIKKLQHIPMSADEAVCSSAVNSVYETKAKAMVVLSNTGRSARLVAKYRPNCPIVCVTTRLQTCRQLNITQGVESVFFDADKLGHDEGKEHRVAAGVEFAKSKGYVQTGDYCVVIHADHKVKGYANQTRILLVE
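Purified LmPK (0.1 nM) converted ADP (0.1 mM) to ATP with PEP (0.5 mM) in imidazole buffer pH 7.2 with KCl and MgCl2, 1 h at room temperature. ATP was read by Kinase-Glo luminescence; data normalized to uninhibited and no-enzyme controls.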
AMA1 RON2 block – qHTS for Inhibitors of AMA1-RON; Towards Development of Antimalarial Drug Lead: Primary Screen. 360,000 tested, 0.2% active. AlphaScreen AMA1-biotinylated RON2 peptide binding. AID 720542, 2013. Potency, µM (top dose mostly 58.2 µM), for inactives: top-dose activity change, negative = inhibition, most hits filed as inhibitors;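 further: potency means the concentration at half of the fitted maximal effect; 0% = vehicle wells and -100% = peptide control; nearly all actives have a fitted effect of over 45% in size; some results filed as inactive show a strong effect at the top dose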
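AMA1 (3D7) with his tag at 25 nM final met compounds first, then biotinylated RON2 peptide at 25 nM; detection used donor plus acceptor beads, 10 µg/mL apiece, read by AlphaScreen after 30 min at room temperature.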
HCMV inh – qHTS Assay for inhibitors of the human cytomegalovirus (HCMV) | HFF cells, HCMV-luciferase reporter, 72 h; hits give low values | activity change, negative = inhibition, % at 57.5 µM | 410,000 tested, 4.5% active | AID 1259415, 2018; in the data active means activity change below about -60%; inconclusive means no clear call, values can overlap the other calls; inactive means above about -39%
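Steps: HFFs plated, 16 h 37C; compounds added; HCMV-luciferase added to MOI 1 PFU/cell; 72 h 37C; OneGlo reagent, 5 min room temperature; luminescence read, normalized to controls.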
Sm TGR block – qHTS Assay for the Inhibitors of Schistosoma Mansoni Peroxiredoxins. Schistosoma mansoni thioredoxin glutathione reductase (TGR), Q962Y6. purified TGR, DTNB reduction, TNB absorbance 405 nm. Potency, µM (series often up to 114 µM), for inactives: top-dose activity change, negative = inhibition, most hits filed as inhibitors. 360,000 tested, 3% active; further: potency means the concentration at half of the fitted maximal effect; nearly all actives have a fitted effect of over 60% in size
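Kinetic colorimetric format: TGR-catalysed, NADPH-driven DTNB reduction monitored via TNB absorbance. Enzyme dispensed at 20 nM; compound exposure 15 min at room temperature before reaction start.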
Tb PYK inh – qHTS of Trypanosoma Brucei Inhibitors | pyruvate kinase (Trypanosoma brucei), Q57TT1 | TbPYK enzyme, Kinase-Glo Plus ATP luminescence, 45 min | Potency, µM (series often up to 76.8 µM), for the others: at the top dose activity, negative = inhibition, hits mostly inhibitors | 410,000 tested, 0.12% active | AID 624173, 2012; further: potency means the concentration at half of the fitted maximal effect; nearly all actives have a fitted effect of over 50% in size
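Glycolytic pyruvate kinase of T. brucei was incubated with substrate, test compound and 130 uM ADP for 45 minutes at room temperature. Luminescent Kinase-Glo Plus signal was measured after 10 minutes.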
An asterisk follows results filed as active; ? = inconclusive; nt = no result given; & = joins results of further samples; [ ] = dose if it differs, or a comment. Unless noted, the call rests on the fitted dose curve; in most records, active means well fitted curve in the direction sought with a large enough effect; inconclusive means small, poorly fitted or top-dose-only effect, or another doubt; inactive means no such curve, though single readings can be large; an effect the other way counts as inactive or inconclusive. Unless noted, on the % scale 0 is the no-effect control and ±100 the full control effect.

Order of values – LmPK inhibitor | Sm TGR block | AMA1 RON2 block | HCMV inh | AmpC detergent | AmpC no deterg | Tb PYK inh
- CCCCOC(=O)C1=C(C)NC2=C(C(=O)CCC2)C1c1cc(OC)ccc1OC (stereo not given)
→ 2.8% | -1.7% | -8.5% | ? | ? | 24.0% | 0.9%
- CN(C(=O)CSc1nc2ccccc2n1CC(=O)N(C)C1CCCCC1)c1ccc(F)cc1
→ nt | -5.7% | nt | -25.2 | -4.4% | nt | 2.6%
- COc1ccccc1CNS(=O)(=O)c1ccc2c(c1)NC(=O)CS2
→ -0.1% | -8.4% | 0.7% | -16.2 | -5.5% | -29.5% | 1.0%
- O=C(Cn1nnc(-c2ccccc2)n1)N/N=C/c1cccc([N+](=O)[O-])c1O
→ -3.8% | -0.3% | -7.6% | -13.5 | -11.9% | -29.8% | -1.9%
- O=C(Cn1cnc2c(cnn2-c2ccccc2)c1=O)N1CCN(c2ccc(F)cc2)CC1
→ 4.9% | 2.4% | 3.4% | -24.7 | 2.1% | -19.6% | -3.4%
- CCCc1cc(=O)oc2cc(OCC(=O)NCCc3c[nH]c4ccc(OC)cc34)ccc12
→ -1.9% | 2.2% | -10.8% | -5.4 | ? | -44.0% | 4.4%
- CC(=O)Nc1ccccc1NC(=O)c1ccc2c(c1)OCO2
→ nt | nt | 2.8% | -13.7 | nt | nt | 4.4%
- O=C(Nc1cccnc1)c1ccc(N2CCOCC2)c([N+](=O)[O-])c1
→ 4.2% | -12.9% | 2.4% | 59.3 | ? | -26.0% | 2.7%
- COc1ccc(N2C(=O)CSC23C(=O)N(CC(=O)NC2CCCC2)c2ccccc23)cc1 (stereo not given)
→ 4.8% | -10.4% | -6.0% | -23.1 | -5.4% | 1.0% | 6.0%
- CC1(C)CC(=NO)CC(C)(C)N1
→ -0.6% | 0.8% | -0.9% | 53.7 | -5.6% | -16.2% | -0.1%
- Cc1ccc(C)c(NC(=S)NNC(=O)c2csc3c2CCC(C)C3)c1 (stereo not given)
→ -1.3% | -2.7% | 30.5%[activator] | -8.5 | -0.2% | -34.6% | -7.6%
- Cc1cccc(C)c1NC(=O)CSc1nnc([C@@H]2CCCN2C(=O)OC(C)(C)C)o1
→ 7.6% | 0.0% | 14.3% | 3.0 | ? | 28.8% | -8.1%
- CC(=O)Nc1cc2c3c(c1)CCN3C(=O)CC2
→ -4.5% | 4.9% | 0.0% | 49.6 | 5.8% | -18.7% | -0.9%
- O=C1CSC(=S)N1c1cccc(Br)c1
→ 2.3% | -3.0% | 48.7%[activator] | -77.3* | 3.4% | -45.2% | 1.0%
- Cc1ccc(CNC(=O)Nc2cc(C(=O)NCc3ccc(C(C)C)cc3)ccc2N2CCCC2)cc1
→ nt | -2.7% | nt | 2.4 | 0.7% | nt | -0.4%
- COC(=O)C1=C(c2ccc(-c3ccccc3)c(F)c2)C[C@@H]2CC[C@H]1N2C(=O)NCc1ccc(F)cc1
→ nt | -1.1% | -1.1% | 94.9 | -4.3% | -0.9% | -1.5%
- CCN(c1ccccc1)S(=O)(=O)c1cc(NC(=O)Nc2ccccc2C#N)ccc1Cl
→ 1.4% | -10.4% | -2.8% | -68.5* | ? | 8.91µM* | -0.2%
- COc1ccc(-n2ccnc(NCc3ccccc3Cl)c2=O)cc1OC
→ nt | 4.7% | nt | 5.8 | 7.5% | nt | -3.0%
- COC(=O)NNC(=O)C12CC3CC(CC(C3)C1)C2
→ -1.4% | 0.0% | -17.5% | 6.0 | ? | 6.8% | -0.3%
- CCOC(=O)CC1=NN(c2ccccc2)C(=O)C1=c1sc(=C2SC(C)=C(C)N2CC)c(=O)n1CC
→ nt | nt | 2.8% | ? | nt | nt | 3.0%

Limited to HCMV inh and AmpC no deterg, for 2 of the compounds above:
smiles | HCMV inh | AmpC no deterg
COC(=O)C1=C(c2ccc(-c3ccccc3)c(F)c2)C[C@@H]2CC[C@H]1N2C(=O)NCc1ccc(F)cc1 | 94.9 | -0.9%
CCN(c1ccccc1)S(=O)(=O)c1cc(NC(=O)Nc2ccccc2C#N)ccc1Cl | -68.5* | 8.91µM*

Following part:
Order of values – LmPK inhibitor | Sm TGR block | AMA1 RON2 block | HCMV inh | AmpC detergent | AmpC no deterg | Tb PYK inh
- Cc1cn(CC(=O)NCc2ccc(N(C)C)cc2)c(=O)[nH]c1=O
→ nt | nt | -10.0% | 11.7 | nt | nt | -0.7%
- COc1cc(C(=O)NCCC(=O)NC2CCCCC2)cc(OC)c1OC
→ 2.6% | 1.8% | -0.3% | 0.0 | 3.4% | -4.6% | 0.0%
- Cc1ccc(-c2cc(C(=O)Oc3ccccc3)c3cccc(C)c3n2)cc1
→ nt | 17.9% | nt | -15.3 | -3.0% | nt | 1.0%
- Cc1ccc(S(=O)(=O)N2C[C@H]3C(=O)C[C@@H](c4ccc(Cl)cc4)N(S(=O)(=O)c4ccc(C)cc4)[C@H]3C[C@H]2c2ccc(Cl)cc2)cc1
→ nt | nt | -3.8% | -6.1 | nt | nt | 4.9%
- CC(C)(C)C1CCc2c(sc3nc(SCC(=O)O)nc(N)c23)C1 (stereo not given)
→ 25.1µM* | -0.2% | -1.1% | 13.9 | 1.6% | -28.4% | ?
- CN(C)Cc1csc(Nc2ccc(C(=O)c3ccccc3)cc2)n1
→ nt | nt | 16.7% | -0.4 | nt | nt | -6.1%
- CC(C)(C)n1nnnc1C(c1ccccc1)N1CCN(c2ncccn2)CC1 (stereo not given)
→ nt | nt | 4.7% | 0.4 | nt | nt | 1.6%
- CCCN1CC=C2C(C#N)=C(N)C(C#N)(C#N)C(c3cccc(OC)c3OC)C2C1 (stereo not given)
→ 7.6% | ? | 12.0% | -21.8 | -11.3% | 8.8% | 3.9%
- Cc1ccc2c(c1)C1CN(C)CCC1N2C(=O)c1cccnc1Cl (stereo not given)
→ 0.0% | -21.0% | -5.7% | 12.4 | 2.2% | -7.6% | 3.3%
- CC(C)COC(=O)N1CC(O)CC1C(=O)O (stereo not given)
→ -1.3% | -0.6% | -4.1% | -9.0 | -15.1% | -9.1% | nt
- O=S(=O)(NCc1cccnc1)c1ccc(Cl)c(Cl)c1
→ 7.0% | -9.6% | 0.4% | -13.0 | ? | -3.0% | -3.1%
- CCOC(=O)C1=C(COc2ccccc2)NC(=O)NC1c1ccc2ccccc2c1 (stereo not given)
→ nt | nt | -0.7% | 14.5 | nt | nt | -1.3%
- O=C(CCn1c(=O)sc2ccccc21)NC1=NCCS1
→ 1.0% | -4.1% | 3.4% | -34.8 | 3.5% | -16.5% | -6.0%
- O=C(Nc1ccc2c(c1)OCO2)[C@@H]1[C@@H]2C(=O)N(C3CCCCC3)C(=O)[C@@H]2C2c3ccccc3C=CN21 (stereo not given in full)
→ -2.9% | -15.6% | nt | 37.3 | -1.0% | ? | nt
- NC(=O)c1cc([N+](=O)[O-])ccc1NCc1ccc(N)cc1
→ nt | -5.0% | -3.3% | -6.3 | -11.6% | -18.8% | 2.3%
- Cc1ccc(N2CC(C(=O)NC3CCC(C)CC3)CC2=O)cc1 (stereo not given)
→ 1.7% | -2.4% | 9.6% | -8.6 | 1.2% | -11.7% | -7.2%
- O=C(CSC(=S)N1CCOCC1)Nc1nc(-c2ccccc2)c(-c2ccccc2)o1
→ -1.0% | -13.1% | 49.5%[activator] | -8.4 | -0.4% | -20.5% | -0.9%
- CCOC(=O)c1ccc(NC(=O)CCCc2nc(-c3ccccc3Cl)no2)cc1
→ nt | 3.0% | nt | -29.9 | 0.1% | nt | -2.0%
- Cc1nc2ccccc2c(C)c1CC(=O)OC(C)C(=O)NC1(C#N)CCCCC1 (stereo not given)
→ nt | 0.8% | -18.9% | -8.7 | -19.8% | 67.4%[activator] | 1.7%
- CC(C)NC(=O)C1CCN(c2nc3ccccc3nc2C(F)(F)F)CC1
→ nt | 0.6% | nt | -12.1 | -9.7% | nt | -9.2%

(more compounds)
Order of values – LmPK inhibitor | Sm TGR block | AMA1 RON2 block | HCMV inh | AmpC detergent | AmpC no deterg | Tb PYK inh
- COc1ccc(C)cc1NC(=O)c1ccc(NS(=O)(=O)c2cccs2)cc1
→ -2.5% | -8.4% | 13.4% | -35.2 | -9.0% | -39.7% | 6.6%
- COCCSc1ccccc1C(=O)NCCc1ccccc1
→ 0.2% | nt | 7.6% | 17.6 | 0.2% | -1.8% | -5.5%
- CCOC(=O)CN1C(=N)N(c2nc(NC(C)C)nc(NC(C)C)n2)CC1=O
→ 2.0% | -3.7% | 0.7% | 16.6 | -5.2% | 4.4% | 12.0%
- O=C(N/N=C/c1cc2c(cc1Br)OCO2)C1COc2ccccc2O1 (stereo not given)
→ -4.3% | 2.6% | -13.5% | -10.0 | -3.3% | -36.1% | -6.3%
- O=C(CN1CCN(Cc2cccc(F)c2)CC1)Nc1ccccc1F
→ -0.4% | -0.6% | 0.0% | 10.6 | -4.2% | 70.1%[activator] | 0.3%
- Cc1ccccc1-n1c(O)cc(=O)[nH]c1=S
→ 1.8% | nt | 0.0% | -0.3 | 8.5% | -46.0% | -27.3%
- CS(=O)(=O)N(CCc1ccccc1)CC(=O)NCc1ccco1
→ 1.6% | -31.3% | -10.9% | -35.7 | -9.7% | -11.5% | -7.4%
- O=C(Nc1nnc(SCc2c(Cl)cccc2Cl)s1)c1cccc([N+](=O)[O-])c1
→ 3.7% | 9.2% | -5.6% | -4.8 | -3.4% | -26.0% | -0.8%
- Oc1ccccc1-c1nnc2n1CCCCC2
→ 0.5% | 8.3% | 24.1% | 9.0 | 6.4% | -23.9% | -0.5%
- Cc1ccc(-n2nc(C)c3c(C)cc(=O)n(CC(=O)Nc4ccc(C(C)C)cc4)c32)cc1
→ nt | 5.9% | nt | 11.0 | 2.4% | nt | -12.2%
- COCCN(C(=O)c1ccc(C)o1)c1c(N)n(CC(C)C)c(=O)[nH]c1=O
→ nt | 1.0% | -18.7%[11.6 µM] | 24.0 | -6.2% | -5.8% | 0.7%
- COc1ccc(N2CCN(C(=O)c3cn(C)c4ccc(S(=O)(=O)N5CCOCC5)cc4c3=O)CC2)cc1
→ 1.4% | -15.9%&-3.7% | -6.8% | -35.6&5.1 | -6.1%&-1.9% | 99.9%[activator] | 3.0%&0.3%
